HePTP inhibitor = inhibitors of human HePTP phosphatase, primary screen, biochemical, absorbance, leukemia target. inhibition, % at 20 µM. AID 521, 2006. recombinant HePTP phosphatase activity, OD absorbance. hit rate 0.64% among 110,000; in the data active = inhibition above about 50%;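 also: plate controls were vehicle for no effect and reference inhibitor for full effect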
Target sequence (P35236 whole entry, looked up): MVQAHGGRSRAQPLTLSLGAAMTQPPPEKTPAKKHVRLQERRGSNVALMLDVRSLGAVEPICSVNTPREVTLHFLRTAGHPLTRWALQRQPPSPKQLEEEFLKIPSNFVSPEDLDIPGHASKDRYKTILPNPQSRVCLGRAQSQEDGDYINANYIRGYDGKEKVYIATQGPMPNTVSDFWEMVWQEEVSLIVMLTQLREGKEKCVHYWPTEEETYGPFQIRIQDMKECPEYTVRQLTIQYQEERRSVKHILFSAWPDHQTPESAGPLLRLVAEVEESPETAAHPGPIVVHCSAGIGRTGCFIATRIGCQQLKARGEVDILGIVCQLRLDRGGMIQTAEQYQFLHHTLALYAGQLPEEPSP
BAP1 block = inhibitors of BAP1 deubiquitinase, primary screen, biochemical, Ub-AMC fluorescence, kinetic; recombinant BAP1, Ub-AMC hydrolysis fluorescence kinetic; stronger effect = lower value; activity remaining (% of control), % at 20 µM; hit rate 0.48% among 72,000; AID 436, 2006; Ubiquitin carboxyl-terminal hydrolase BAP1 (Homo sapiens), Q92560;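 active = activity remaining at or below 50% of control, provided the compound also passes the data quality filters; inactive = the rest, including low values that fail the filters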;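 also: 100% = DMSO wells rate and 0% = substrate alone blank rate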
Target sequence (Q92560 whole entry, looked up): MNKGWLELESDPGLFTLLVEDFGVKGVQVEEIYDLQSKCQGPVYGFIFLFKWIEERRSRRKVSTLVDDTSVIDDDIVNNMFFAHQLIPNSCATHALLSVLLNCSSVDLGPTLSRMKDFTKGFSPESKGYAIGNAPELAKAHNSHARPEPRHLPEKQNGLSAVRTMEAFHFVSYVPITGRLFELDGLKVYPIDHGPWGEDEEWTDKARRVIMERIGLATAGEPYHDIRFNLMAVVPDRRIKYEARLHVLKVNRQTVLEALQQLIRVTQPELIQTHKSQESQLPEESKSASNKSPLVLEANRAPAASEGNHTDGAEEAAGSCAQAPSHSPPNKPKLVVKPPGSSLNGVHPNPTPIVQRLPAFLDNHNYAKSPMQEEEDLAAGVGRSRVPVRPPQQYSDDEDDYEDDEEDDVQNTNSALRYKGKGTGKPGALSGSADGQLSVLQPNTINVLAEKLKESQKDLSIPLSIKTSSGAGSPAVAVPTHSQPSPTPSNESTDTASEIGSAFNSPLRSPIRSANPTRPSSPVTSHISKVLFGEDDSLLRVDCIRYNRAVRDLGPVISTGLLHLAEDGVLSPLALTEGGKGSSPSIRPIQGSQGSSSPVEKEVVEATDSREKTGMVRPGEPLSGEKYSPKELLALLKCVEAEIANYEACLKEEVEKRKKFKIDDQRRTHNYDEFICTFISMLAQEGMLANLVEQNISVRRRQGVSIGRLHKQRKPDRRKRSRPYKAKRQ
* hit, by the source's call; x = no result given.

SMILES	HePTP inhibitor	BAP1 block
Cc1cc2nn(-c3ccccc3)nc2cc1NC(=O)c1ccc(Br)o1	x	194
CS(=O)(=O)N1CCN(C(=O)c2cc3ccccc3oc2=O)CC1	5	x
CCN(CC(=O)NC)S(=O)(=O)c1ccc(Br)cc1	5	80
O=C(N=Nc1c(O)[nH]c2c(Br)cc(Br)cc12)c1ccco1	-11	x
O=C(/C=C/c1ccc([N+](=O)[O-])o1)c1ccc(-c2ccccc2)cc1	11	x
O=C(Cn1ncc2c(=O)oc3ccccc3c21)N1CCN(C(=O)c2ccco2)CC1	2	95
CCCC(C)n1[nH]c(=O)c2c(C)cc(C)nc21 (stereo not drawn)	5	131
CC(=O)NCCn1c(SCc2cc(=O)n3cc(Cl)ccc3n2)nc2ccccc2c1=O	8	x
CC(C)(C)NC(=O)C(=O)N/N=C/c1ccc(Cl)cc1	10	x
Cc1c(C(=O)NCc2ccco2)oc2ccc(S(=O)(=O)N3CCC4(CC3)OCCO4)cc12	9	x
Cc1cc([N+](=O)[O-])ccc1N1C(=O)c2ccccc2C1=O	3	x
CCC(C(=O)NCc1ccco1)c1ccccc1 (stereo not drawn)	-13	x
Fc1ccc(CNC(=S)Nc2ccc(Cl)cc2Cl)cc1	6	x
Oc1ccc(Br)cc1/C=N/Nc1cc(N2CCCC2)nc(N2CCCC2)n1	5	x
CCN(CC)c1nc(N(CC)CC)[nH]c(=O)n1	-1	88
COc1cc(NS(=O)(=O)c2ccc3c(c2)oc(=O)n3C)cc(OC)c1OC	-3	105
CCOC(=O)C1CCCN(C(=O)Cn2cccc2C(=O)c2ccccc2)C1 (stereo not drawn)	10	98
Cc1oc2c(c1C(=O)NCc1ccccc1)CCCC2	0	124
Cc1ccc(CC2C(=O)N(c3cccc(Cl)c3C)C(=O)C2C)cc1 (stereo not drawn)	4	x
O=C(CN1CCC(n2nnc3cc(F)ccc32)CC1)NCCc1nc2ccccc2[nH]1	9	96
COC(=O)CC(C(=O)OC)C(CC(=O)OC)C(=O)OC (stereo not drawn)	4	x
Nc1cc(N)cc(-c2nc3ccccc3[nH]2)c1	8	77
CCOc1cc(/C=C2\C(=O)NC(=O)N(c3ccc(Cl)cc3)C2=O)cc(Cl)c1OCC	-6	x
O=C(Nc1ccc(F)c([N+](=O)[O-])c1)c1cccc(OCc2ccccc2)c1	-14	x
COC(=O)c1ccccc1NC(=O)c1cc(OC)cc(OC)c1	4	97
CCN1C(=O)/C(=C\c2cccc(C)c2)SC1=S	2	x
COC(=O)c1ccc(/C=N\N2CCN(c3ccccc3OC)CC2)cc1	10	x
CC1CCC(C(C)C)C(OP(N)(=O)OC2CC(C)CCC2C(C)C)C1 (stereo not drawn)	x	68
O=C(CCCOc1ccc(Cl)cc1Cl)NCCCO	-4	91
COc1cc(OC)c(NC(=O)c2cccc(F)c2)cc1Cl	5	x
Cc1ccc(N2CCN(/N=C\c3ccncc3)CC2)cc1	3	x
CCC1C(=O)C(C)(C)C(=O)OC1c1ccc(OC)c(OC)c1 (stereo not drawn)	x	115
Cc1ccc(C(=O)NC2CCCCCC2)o1	0	129
CCc1ccc(NC(=O)N(CCCN2CCOCC2)C(C)c2cc3cccc(OC)c3o2)cc1 (stereo not drawn)	1	97
CCCOc1c(Cl)cc(/C=C2/SC(=S)NC2=O)cc1OC	-2	x
O=C(CSc1nnc(-c2ccco2)o1)NC(=O)Cc1ccccc1	11	82
Cc1nc(NCC2CCCO2)nc2c1C(=O)CC(C)(C)C2 (stereo not drawn)	2	94
CCN(CC(=O)Nc1ccc2c(c1)CCC2)Cc1nc2ccccc2c(=O)[nH]1	8	104
COc1cc(C(=O)N2CCN(Cc3ccccc3)CC2)c([N+](=O)[O-])cc1OC	-6	x
CS(=O)(=O)N(CC(=O)O)c1ccc(Oc2ccccc2)cc1	5	79
CC1CN(c2nc3c(c(=O)n(C)c(=O)n3C)n2Cc2c(F)cccc2Cl)CC(C)O1 (stereo not drawn)	7	94
CCOC(=O)COc1ccc(/C=C(/C#N)C(=O)Nc2cccc(Br)c2)cc1	-2	x
COc1cc(OC)cc(C(=O)Nc2ccc([N+](=O)[O-])cn2)c1	-10	x
COc1ccccc1-c1nc(NC(C)=O)n[nH]1	8	x
Cc1nc(N=C(NC(=O)c2ccccc2)NC(=O)c2ccccc2)nc2ccccc12	x	98
O=C(COc1ccc(Cl)cc1Cl)NCc1ccccn1	-15	x
Cc1cccc2sc(NC(=O)c3ccc(Cl)s3)nc12	5	69
O=C(Cn1cnc2c(nnn2-c2cccc(Cl)c2)c1=O)N1CCOCC1	1	96

A portion taken from the entries so far:
SMILES	HePTP inhibitor	BAP1 block
COC(=O)c1ccc(/C=N\N2CCN(c3ccccc3OC)CC2)cc1	10	x
CC1CCC(C(C)C)C(OP(N)(=O)OC2CC(C)CCC2C(C)C)C1 (stereo not drawn)	x	68
O=C(CCCOc1ccc(Cl)cc1Cl)NCCCO	-4	91
COc1cc(OC)c(NC(=O)c2cccc(F)c2)cc1Cl	5	x
Cc1ccc(N2CCN(/N=C\c3ccncc3)CC2)cc1	3	x
CCC1C(=O)C(C)(C)C(=O)OC1c1ccc(OC)c(OC)c1 (stereo not drawn)	x	115
Cc1ccc(C(=O)NC2CCCCCC2)o1	0	129
CCc1ccc(NC(=O)N(CCCN2CCOCC2)C(C)c2cc3cccc(OC)c3o2)cc1 (stereo not drawn)	1	97
CCCOc1c(Cl)cc(/C=C2/SC(=S)NC2=O)cc1OC	-2	x
O=C(CSc1nnc(-c2ccco2)o1)NC(=O)Cc1ccccc1	11	82
Cc1nc(NCC2CCCO2)nc2c1C(=O)CC(C)(C)C2 (stereo not drawn)	2	94
CCN(CC(=O)Nc1ccc2c(c1)CCC2)Cc1nc2ccccc2c(=O)[nH]1	8	104
COc1cc(C(=O)N2CCN(Cc3ccccc3)CC2)c([N+](=O)[O-])cc1OC	-6	x
CS(=O)(=O)N(CC(=O)O)c1ccc(Oc2ccccc2)cc1	5	79
CC1CN(c2nc3c(c(=O)n(C)c(=O)n3C)n2Cc2c(F)cccc2Cl)CC(C)O1 (stereo not drawn)	7	94
CCOC(=O)COc1ccc(/C=C(/C#N)C(=O)Nc2cccc(Br)c2)cc1	-2	x
COc1cc(OC)cc(C(=O)Nc2ccc([N+](=O)[O-])cn2)c1	-10	x
COc1ccccc1-c1nc(NC(C)=O)n[nH]1	8	x
Cc1nc(N=C(NC(=O)c2ccccc2)NC(=O)c2ccccc2)nc2ccccc12	x	98
O=C(COc1ccc(Cl)cc1Cl)NCc1ccccn1	-15	x
Cc1cccc2sc(NC(=O)c3ccc(Cl)s3)nc12	5	69
O=C(Cn1cnc2c(nnn2-c2cccc(Cl)c2)c1=O)N1CCOCC1	1	96

More records follow:
SMILES	HePTP inhibitor	BAP1 block
Cc1nc2ccc(S(=O)(=O)N(C)CC(=O)N3CCc4ccccc43)cc2s1	9	96
c1ccc2oc(SCc3nc4ccccc4s3)nc2c1	1	51
CC1CCN(C(=O)COc2ccc(Br)cc2)CC1	x	131
CN(C)CCNC(=O)c1ccc(F)cc1	-2	x
CCCCCC(=O)Nc1ccc(N2CCN(C(=O)c3ccccc3)CC2)cc1	9	x
CCOC(=O)N1CCC(NC(=O)CS(=O)Cc2nc(-c3ccc(OC)c(OC)c3)oc2C)CC1 (stereo not drawn)	6	106
O=C(NCc1ccco1)c1cnn2c(C(F)F)cc(-c3ccccc3)nc12	3	246
O=C(NC1CCCCCC1)c1cccc(Cl)c1	-5	x
COC(=O)C(C(=O)Nc1cc(C)on1)C1CCCCCC1 (stereo not drawn)	4	129
CCOC(=O)C1(c2ccccc2)NC(c2ccc(N(C)C)cc2)C2C(=O)N(C)C(=O)C21 (stereo not drawn)	14	89
O=C(NCCC(c1ccccc1)c1ccccc1)c1cc2ccccc2oc1=O	-4	x
CCOC(=O)C1=C(c2ccccc2)N=C2SCC(=O)N2C1c1ccccc1OC (stereo not drawn)	-10	x
COc1ccc(C(=O)NNC(=O)c2cccc(C)c2)c(OC)c1	-13	x
COC(=O)c1cc(NC(=O)C2CCCC2)cc(C(=O)OC)c1	-4	x
Cc1ccc(S(=O)(=O)Cn2nnnc2C(C)N2CCN(C(=O)c3ccco3)CC2)cc1 (stereo not drawn)	-6	96
COC(=O)C(NC(=O)c1ccco1)(Nc1ccc(Br)cn1)C(F)(F)F (stereo not drawn)	4	146
Cc1ccc(Cn2nnc3c(=O)[nH]c(C4CCN(C(=O)Cc5cccs5)CC4)nc32)cc1	7	102
Cc1ccc(Cl)cc1NC(=O)C(=O)NCc1ccco1	0	x
CCOC(=O)c1ccc(NC(=O)C2=C(C)Nc3nc(CCCO)nn3C2c2ccc(OC)cc2)cc1 (stereo not drawn)	8	115
CC(=O)Oc1c(C)cc(O)c2ccccc12	2	51
COc1cc(/C=C2\C(=O)NC(=S)N(c3ccc(Br)cc3)C2=O)ccc1OCC(=O)O	20	x
O=C(CSc1nnnn1-c1ccccc1)Nc1cc2c(cc1Br)OCCO2	-6	x
Cc1ccccc1CSc1nc2n(n1)C(c1cccs1)C1=C(CCCC1=O)N2 (stereo not drawn)	10	81
O=C1NC(=O)/C(=C/c2cc(Cl)ccc2O)N1	-9	x
CCC(=O)Nc1cccc(-c2nc3ccccc3o2)c1	-7	98
COc1cc(C2/C(=C(/O)c3ccc(F)cc3)C(=O)C(=O)N2CCCC(=O)O)ccc1O (stereo not drawn)	-8	95
CC(C)N(Cc1nc(-c2ccccc2)no1)C(=O)c1ccc(Cl)cc1	1	95
CC(=O)OCCCNC(=O)/C(=C\c1ccc2c(c1)OCO2)NC(=O)c1ccco1	6	x
COC(=O)CSCC(=O)Nc1cc2c(cc1C(C)=O)OCO2	6	123
Cc1cc(C)nc(SCc2csc(N)n2)n1	6	94
CCSC1C(C)=C(C)C(=O)N1C(C)(C)c1cc(Cl)cc(Cl)c1 (stereo not drawn)	5	x
COc1cccc2c1nc(C)c1cc(C)oc12	1	95
O=C(O)c1ccccc1C(=O)N1CCN(c2ccccc2)CC1	11	105
Cc1ccc(COc2c(Br)cc(/C=C(\C#N)c3nn(-c4ccccc4)c(N)c3C#N)cc2Br)cc1	9	x
COc1ccc(OCc2nnc(SC(C)C(=O)Nc3nccs3)n2-c2ccccc2)cc1 (stereo not drawn)	9	91
CCCc1nnc(NC(=O)C2CCCO2)s1 (stereo not drawn)	7	78
Cc1ccc(Nc2nc(N)nc(CSc3nccn3C)n2)cc1	5	112
COc1cccc(NC(=O)C2C(c3ccccc3)=C2c2ccccc2)c1	-10	x
O=C(CSCc1cccc(Br)c1)N=Nc1c(O)[nH]c2ccccc12	-11	x
COc1cc2c(cc1OC)CN(C(=O)C1Cc3ccccc3CN1S(=O)(=O)c1ccc(F)cc1)CC2 (stereo not drawn)	x	107
CC(=O)Nc1sc2c(c1C#N)CCCCC2	6	103
COC(=O)C1=C(C)N(c2ccc(Cl)cc2)C(=O)/C1=C\c1ccco1	7	x
Clc1c(CSc2nc3ccccc3o2)nc2sccn12	13	93
COc1ccccc1Nc1nc(C)cs1	1	95
O=C(NC(=S)Nc1ccc(Cl)c(-c2nc3ccccc3s2)c1)c1ccco1	4	x
O=C(CSC(=S)N1CCSCC1)c1ccc([N+](=O)[O-])cc1	2	x
Cc1ccc(N(CN2C(=O)c3ccccc3C2=O)C(=O)c2ccccc2)cc1	5	x
Cc1cc(C)nc(SC2CCCCC2O)n1 (stereo not drawn)	9	83
CCOC(=O)c1[nH]c2cc3c(cc2c1NC(=O)CN1CCC(C)CC1)OCO3	2	99
O=C(COC(=O)COc1ccccc1)Nc1ccccc1OC(F)F	-1	86
COc1ccc(CCNC(=O)Cn2cnc3c(cnn3-c3ccccc3Cl)c2=O)cc1OC	6	79
O=C(NCC1CCCO1)NC1CCCCC1 (stereo not drawn)	0	x
COc1ccc(-n2c(Cn3c(=O)sc4ccccc43)nnc2SCC(N)=O)cc1	6	85
COc1ccc(CCn2nnnc2C(c2ccc(C)cc2)N2CCN(C)CC2)cc1OC (stereo not drawn)	2	143
Cc1ccc(N2C(=O)c3cccc4c(N(C)C)ccc(c34)C2=O)cc1	x	70
CCOc1ccc(C(=O)N2CCN(c3ccc([N+](=O)[O-])cc3Cl)CC2)cc1	-13	x
CCn1c(SCC(C)=O)nc2c1c(=O)[nH]c(=O)n2C	x	71
Cc1cc(=O)[nH]c(SCCOc2ccccc2C)n1	4	x
CCC(=O)N1CCN(c2cc(N3CCCCC3)c(F)cc2[N+](=O)[O-])CC1	11	x
CCOc1cc(C(=O)Nc2sc(C(=O)N(CC)CC)c(C)c2C(=O)OC(C)C)cc(OCC)c1OCC	8	x

Continuation.
SMILES	HePTP inhibitor	BAP1 block
Cc1ccccc1NC(=O)c1c(NC(=S)Nc2ccccc2)sc2c1CCCCC2	-23	x
CS(=O)(=O)Nc1ccccc1Oc1ccccc1	2	96
Cc1c(C(=O)Nc2ccc(-n3cnnn3)cc2)oc2ccccc12	10	118
CCOc1cc(C2C3=C(CCCC3=O)N(C)C3=C2C(=O)CCC3)cc(Cl)c1O	12	88
c1cc(CSc2nc3ccccc3o2)nc(CSc2nc3ccccc3o2)c1	3	x
O=S(=O)(c1ccccc1)N1CCN(Cc2ccccc2F)CC1	-5	x
CNC(=O)c1ccccc1NC(=O)c1c(O)c2c([nH]c1=O)CCCC2	-2	96
Cc1ccc(C2=C/C(=C\c3ccc(-c4ccccc4C(=O)O)o3)C(=O)O2)cc1	10	x
C/C(Cl)=C\Cn1c(N2CCCC2)nc2c1c(=O)[nH]c(=O)n2C	3	56

Bioassay records from PubChem.
